Source: PubChem
PGC1a acetyl inh – PGC1a acetylation modulation, inhibitor mode; U2OS PGC1a acetylation, AlphaScreen anti-acetyl-lysine; with virally co-expressed GCN5 acetyltransferase; inhibition, % at 15.6 µM; 0.17% of 350,000 active;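 active means every replicate shows inhibition of at least 40%; inconclusive means mean inhibition at least 40% but some replicate below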;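 further: 0% = neutral control wells and 100% = positive control wells; some results beyond the cut were filed as inactive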
PglD DTNB – blocks C. jejuni PglD acetyltransferase activity; purified PglD enzyme, DTNB colorimetric CoA detection; inhibition, % at 12.5 µM; 0.098% of 360,000 active; AID 602405; in the data active means inhibition above about 16%, passing the limit was not always enough; inconclusive means no clear call, values can overlap the other calls; further: strong numbers were not always called active
GSIS activator – primary screen for activators of insulin secretion dependent on glucose, INS-1E cells, GLuc reporter luminescence | INS-1E GLuc reporter insulin secretion, 2-3 h | activation, % at 16.6 µM | 0.61% of 370,000 active;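 active means lowest replicate activation of at least 40%, so every replicate reaches that level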;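 further: 0% = median of neutral control wells and 100% = median of IBMX positive control wells; some compounds called inactive have numbers as strong as hits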
F508del corr – CFTR F508del correction in bronchial cells | CFBE cells, YFP halide quenching; stimulated with forskolin plus potentiator P3; % fluorescence drop versus neutral controls | activity (quench increase), % at 7.58 µM | 0.36% of 350,000 active | AID 720511;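 active means mean added fluorescence quench of at least 8% versus neutral control, with both replicates also reaching 8%; inconclusive means only one of the mean or replicate conditions met; inactive means mean below 8% and not both replicates reaching 8%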;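 further: cells transiently co-express mutant CFTR-F508del with the halide-sensitive YFP; corrector assay measuring rescue of mutant channel to the surface after 24 h compound exposure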
Cneo AK release – causes C. neoformans cell lysis | adenylate kinase release luminescence, 4 h; normalised: neutral wells 0, clomiphene wells 100 | lysis activity, % at 15 µM | 0.2% of 360,000 active | AID 651654;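 active means mean lysis activity across replicates of at least 80%, whatever share of replicates individually reach that level; inactive means mean lysis activity below 80%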
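Material – log-phase Cryptococcus neoformans yeast cells · Input – 5 × 10^6 yeast cells/mL · Medium – fresh YPD growth medium · Doses – single compound concentration per well · Timing – static 4 h at 37 °C with compound, 1 h detection · Detection – adenylate kinase release luminescence · Read-out – signal increase indicating cell lysis · Control set – Clomiphene as positive lysis control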
Statin myotox sup – suppressors of simvastatin-induced myotoxicity in C2C12 myotubes. ATP luminescence, 48 h; scaled: DMSO 0, geranylgeraniol control 100. rescue of ATP level, % at 7.49 µM. 0.78% of 330,000 active. AID 602340;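 active means mean ATP rescue above about 67%, or every replicate alone reaching that limit, limit read from the data, passing the limit was not always enough; inconclusive means no clear call, values can overlap the other calls; inactive means mean under the limit and some replicate under it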;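 further: myotubes were challenged with 10 µM simvastatin during compound exposure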
miR122 inh – blocks miR-122 activity in Huh7 sensor cells; 0.3% of 340,000 active; AID 602342; Huh7 miR-122 Renilla luciferase sensor, 48 h; neutral wells = 0, positive control = 100; activation (reporter increase), % at 12.5 µM;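 active means mean replicate activation score at least 90 and every replicate individually at or above 90; inconclusive means only one of the two criteria met; inactive means neither criterion met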;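 further: higher luciferase means less miR-122 activity so hits act as miR-122 inhibitors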
FN deposition inh – fibronectin deposition inhibition; 0.086% of 350,000 active; AID 743247; inhibition, % at 12.6 µM; AH1F fibroblasts, Alexa488-fibronectin deposition fluorescence, overnight;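 active means mean inhibition across replicates of 30% or more, regardless of how many single replicates reach that level; inconclusive means mean under 30% yet at least half of replicates reach 30%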;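 further: positive control wells lacked labelled fibronectin entirely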
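Material: AH1F fibroblasts assembling fluorescent fibronectin matrix; amount: 10000 AH1F cells/well; medium: DMEM, 2% serum; reagent: Alexa488-fibronectin, 24 nM final in well; dosing: single compound dose, delivered by pin transfer; incubation: 1 h adhesion, overnight exposure; detection: fluorescence after three HBSS washes, excitation 485 nm, emission 525 nm; measure: fibronectin deposition inhibition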
* = called active by the depositor; u = inconclusive; x = not tested or not shown; & = joins results of further samples; [ ] = another dose, or the depositor's remark.

Value order – PGC1a acetyl inh, F508del corr, miR122 inh, PglD DTNB, GSIS activator, FN deposition inh, Statin myotox sup, Cneo AK release
COc1ccc(S(=O)(=O)Nc2ccc3c(c2)[C@H]2C[C@@H](CC(=O)N(C)C)O[C@H](CO)[C@H]2O3)cc1
→ 8, 0.3, x, x, -2, -9, x, x
CNC(=S)Nc1ccc2nc(C)oc2c1
→ 0, -5.6, 3, 1, 0, x, 1, 0
O=C(NN1C(=O)C2C3C=CC(C4CC34)C2C1=O)c1cccc(Cl)c1 (stereo not drawn)
→ x, x, 2, -3, -1, 2, 2, -1
CSc1cccc(NS(=O)(=O)c2ccc3c(c2)CCN3C(C)=O)c1
→ x, -1.9, x, -3, -49, -4, -10, -1
CCCCC[C@@H]1[C@@H]2C(=C(OCC)C[C@@H]3C(=O)N(c4ccccc4)C(=O)[C@H]23)[C@H](c2ccccc2)N1S(=O)(=O)c1ccc(C)cc1
→ -5, -1.2, 5, 5, -3, -5, 8, 0
COC(CN(C)C(=O)C1CCC(CNS(=O)(=O)c2ccc(C)cc2)CC1)OC (stereo not drawn)
→ 0, 0.4, 6, -1, 8, 2, -1, -3
COc1ccc(/C=C(\NC(=O)c2ccccc2)C(=O)NCCN2CCOCC2)cc1OC
→ -7, 0.1, 4, -75, -10, 2, 15, 2
CCn1cc(C(=O)N2CCN(c3ccccc3F)CC2)c(=O)c2ccc(C)nc21
→ -12, 0.3, -2, 0, -1, 4, -3, 0
Cc1nc(NC(=O)c2ccccc2)sc1-c1csc(NCc2ccco2)n1
→ 3, x, -1, 6, x, x, -26, 2
O=C(Nc1ccccc1)[C@@H]1[C@@H]2C(=O)N(c3ccc(F)cc3)C(=O)[C@@H]2[C@H]2C=CC=NN21
→ 8, 0.4, 1, 0, 8, -5, x, -2
Cc1[nH]ccc(=O)c1OC1OC(CO)C(O)C(O)C1O (stereo not drawn)
→ 7, 2.1, -3, -4, 9, 7, -10, -2
C[C@H]1CN([C@@H](C)CO)C(=O)c2cc(NS(=O)(=O)c3ccc(Cl)cc3)ccc2O[C@@H]1CN(C)C(=O)Nc1ccc(F)cc1
→ -6, -3.2, 5[16.7 µM], -2, 12, x, 0, -1
CCOc1cc(N2CCOCC2)c(OCC)cc1NC(=O)COC(=O)CCOc1cc(C)ccc1C
→ 8, -0.3, -1, -4, -33, x, -3, -1
CCOc1ccc(-n2c(N)c(-c3nc4ccccc4n3C)c3nc4ccccc4nc32)cc1
→ x, x, 0, x, 83, 12, -71, x
CCSC1=N/C(=C\c2ccccc2)C(=O)N1c1ccc(OC)cc1
→ u, 3.9, 7, 1, -2, 8, 6, 1
CCCCSC(=S)NC1CCS(=O)(=O)C1 (stereo not drawn)
→ x, -1.3, -1, -7, -14, 12, x, 1
O=C(N1CCCCC1)N1CCN(c2ccc(Cl)cc2)CC1
→ 1, x, -10, -3, x, x, 4, -1
Cc1ccc(N2C(=O)NC(NC(=O)c3ccc(Cl)cc3)(C(F)(F)F)C2=O)cc1 (stereo not drawn)
→ x, x, x, 4, -6, 10, x, 21
C=CCNc1nc(C(=O)OCC(=O)c2ccc(Cl)cc2)cs1
→ 2, -0.5, 3, 5, 5, x, 7, 2
CN1CC(=O)N(CC(=O)Nc2ccc3c(c2)CCC3)C1=O
→ -8, -1.5, -7, 4, -1, 3, 15, 3
O=C(Nc1ccncc1)C1CC(=O)N(c2ccc(F)cc2)C1 (stereo not drawn)
→ 0, 0.8, 2, 5, -3, 19, 2, 4
CCC(=O)N[C@@H]1C=C[C@H](CC(=O)NCCN2CCCCC2)O[C@@H]1CO
→ 1, -3.4, x, 2, -2, -6, -2, 2
O=C(C[C@H]1C=C[C@H](NC(=O)NC2CCCCC2)[C@H](CO)O1)NCc1ccccc1
→ -12, -1.8, -6[16.7 µM], -3, 3, x, 3, -3
Cc1cc(C)nc(NC(N)=NCCc2ccccc2)n1
→ 0, 2.7, x, 2, x, x, -13, -1
COc1ccc(N2CCc3c(C)nc4c(OC)cc(OC)cc4c32)cc1
→ 7, 11*, x, x, 3, -28, x, x
CCOC(=O)N1CCN(C(=O)c2c(Cl)cnn2C)CC1
→ x, -0.1, 0, 0, 23, 1, 3, 3
Cc1oc2c(O)c(O)ccc2c(=O)c1-c1ccccc1
→ 1, 1.6, -2, -6&4, 4, 7, 7, 0&-1
O=C1CCCCC1C1(O)C(=O)Nc2ccccc21 (stereo not drawn)
→ 3, 4.1, -6, -2, 11, 2, 2, 0
COc1ccc([N+](=O)[O-])cc1N(CC(=O)NCCCOC(C)C)S(C)(=O)=O
→ 7, -2.7, 0, 5, -10, 10, 9, 0
Nc1nc(Cl)nc2c1ncn2C1OC(CO)C(O)C1O (stereo not drawn)
→ -6, 7.4, -4, -3, 9, x, 13, -2
CCn1c(SC)nc2cc(S(=O)(=O)N3CCCCC3)ccc21
→ 13, 0.3, 34, -4, 38, 3, -4, 5
C[C@@H]1CN([C@@H](C)CO)C(=O)c2cc(-c3cccc(C(=O)N(C)C)c3)cnc2O[C@H]1CN(C)C
→ 6, 0.1, 6[16.7 µM], 3, 27, 1, 3, -3
Cc1ccc(Cl)cc1NC(=O)COC(=O)CC(C)(C)C
→ -12, -2.0, x, x, -16, -1, x, x
CCOC(=O)C(=CN(CCc1ccccc1)CC(=O)OC)C(=O)OCC
→ 1, 1.2, -6, 5, 10, -5, 11, 0
N#Cc1ccc(-c2ccc(OCC3CNC(=O)O3)cc2)cc1 (stereo not drawn)
→ x, 0.0, x, 1, 0, -9, -2, 0
CC(=O)NCCC(=O)Nc1cc(S(=O)(=O)N2CCCCC2)ccc1N1CCN(C)CC1
→ 0, 0.6, 0, -3, 19, 1, 8, 2
Cc1cccc(C(O)c2ncc(-c3ccccc3F)[nH]2)c1C (stereo not drawn)
→ x, -1.9, 96*, 3, -2, -13, 0, 0
CCN1CCN(CCOc2cccc(Oc3ccccc3)c2)CC1
→ 0, -3.5, x, x, 16, 10, x, x
Cc1nc(CC(=O)NNS(=O)(=O)c2ccc3ccccc3c2)cs1
→ x, x, 4, 2, 16, 1, 11, 1
C[C@H](CO)N1C[C@H](C)[C@H](CN(C)C(=O)c2ccc(F)cc2)Oc2ncc(C3=CCCCC3)cc2C1=O
→ -4, 3.3, 4[16.7 µM], -1, -9, 5, 7, -4
CC(C)Oc1ccc(C(=O)N2CCCc3ccccc32)cc1
→ x, x, 5, 4, x, 9, x, 0
O=C(OCC(=O)N1CCCCCC1)c1cccc(Cl)c1
→ 4, 0.6, -15, -2, 3, 4, 5, 0
O=C(NCc1cc2ccccc2[nH]1)C1CCC(=O)N(CCCN2CCCC2=O)C1 (stereo not drawn)
→ 1, 1.7, 4, 3, 29, 17, 2, 6
CC1=C2C3OC(=O)C(C)C3CCC2(C)C=C(Br)C1=O (stereo not drawn)
→ -12, -0.5, 7, -3, 2, 5, -5, 0
C[C@H](CO)N1C[C@H](C)[C@H](CN(C)C(=O)Nc2ccccc2)OCCCC[C@H](C)Oc2ccc(NC(=O)NC3CCCCC3)cc2C1=O
→ 5, 1.1, 7[16.7 µM], 4, -1, -10, x, 2
CO[C@H]1CN(C)C(=O)c2cc(NC(=O)NC(C)C)ccc2OC[C@@H](C)N(CCC(F)(F)F)C[C@H]1C
→ 0, -1.1, 7[16.7 µM], 6, 0, x, 4, 1
CCc1nnc(NC(=O)CCC(=O)N2CCN(Cc3ccc(Cl)cc3)CC2)s1
→ -4, x, 2, -5, x, x, 23, -1
Cc1ccc(OCC(=O)OCC(=O)c2cccc([N+](=O)[O-])c2)cc1C
→ x, 0.7, 3, -4, 1, 8, 2, 2
COC(=O)COc1ccc(S(=O)(=O)N2CCOCC2)cc1
→ -3, x, -1, -6, x, -7, -6, -2
CCOC(=O)C1=C(C)NC(=O)C1(NC(=O)c1cccnc1)C(F)(F)F (stereo not drawn)
→ -6, x, -4, 2, x, x, 7, 2
CC12CCCCC1(O)[N+](=O)C1=C(CCCC1)N2[O-] (stereo not drawn)
→ 0, x, -1, 1, x, x, x, 2
CO[C@@H]1CN(C)C(=O)c2cc(NC(=O)C3CCOCC3)ccc2OC[C@H](C)N(C(=O)c2ccccc2)C[C@@H]1C
→ -14, -0.6, -6[16.7 µM], x, -9, -7, -16, x
O=C(COC(=O)c1nn(-c2ccccc2C(F)(F)F)cc1O)c1ccc(OC(F)F)cc1
→ x, -3.1, x, -3, -10, 1, 6, 2
Cc1ccc(S(=O)(=O)Nc2ccc3c(c2)C(=O)N([C@@H](C)CO)C[C@@H](C)[C@H](CN(C)C(=O)c2ccccc2)OCCCC[C@H](C)O3)cc1
→ 4, -1.5, -4[16.7 µM], -1, -6, 7, x, -3
CCOc1ccc2[nH]c3c(NCCN(CC)CC)ncnc3c2c1
→ -3, 1.2, -3, 5, x, 4, -11, -1
O=C1c2ccccc2C(=O)N1CC1c2ccccc2CCN1S(=O)(=O)c1ccccc1 (stereo not drawn)
→ -9, x, -2, 3, x, x, 5, 1
O=C(COc1ccc(S(=O)(=O)Nc2ccc(Cl)cc2)cc1)N1CCOCC1
→ 1, -1.5, 5, 1, 12, x, 1, 2
CC(=O)Oc1ccc(/C=C2/Oc3ccccc3C2=O)cc1
→ 2, 1.4, -1, -4, 9, -10, 24, 0
CC1CCCC=CC2CC(OC(=O)CN(C)C)CC2C(O)C=CC(=O)O1 (stereo not drawn)
→ 67*, -22, -2, x, x, 15, x, x
COc1cc(C)nc(Oc2ccc(/C=N/O)cc2)n1
→ -8, x, 4, 4, x, x, x, -3

(more compounds)
Value order – PGC1a acetyl inh, F508del corr, miR122 inh, PglD DTNB, GSIS activator, FN deposition inh, Statin myotox sup, Cneo AK release
Cc1cccc(NC(=O)Cn2cccc2)c1
→ -10, -0.3, -1, -3, 4, x, -16, 2
O=C1CC(Sc2ccc(Cl)cc2)C(=O)N1c1ccc2c(c1)OCCO2 (stereo not drawn)
→ -3, -1.5, -2, 3, -8, -16, x, 13
C[C@@H]1CN([C@H](C)CO)C(=O)c2cc(NC(=O)Nc3ccc4c(c3)OCO4)ccc2O[C@@H](C)CCCCO[C@@H]1CN(C)C(=O)C1CCCCC1
→ 14, 2.1, 6[16.7 µM], -2, -14, x, x, 0
CC(=O)N/C(=C\c1cccc([N+](=O)[O-])c1)C(=O)NC(C)C
→ -3, x, 1, -3, -11, 0, 14, 20
Cc1nnc(SCC(=O)c2cc(C)n(-c3ccc4c(c3)OCO4)c2C)s1
→ -1, x, -7, 0, 2, -6, -20, -3
Nc1nc(N)nc(-c2ccccn2)n1
→ 4, x, -5, 0, 8, x, 2, -15
CSc1ccc(-c2cc(=O)c3ccccc3o2)cc1
→ -3, 1.6, -1, 0, -14, x, -22, -10
CCOc1cc(C(=O)Nc2cc(OC)cc(OC)c2)ccc1OCC(=O)N1CCOCC1
→ 5, 2.8, -3, x, 34, 6, 4, 3
CCCCNC(=O)Nc1c(C(=O)OC)[nH]c2ccc(C)cc12
→ -8, x, 4, 3, -4, x, x, 10
C[C@H](CO)N1C[C@H](C)[C@H](CN(C)Cc2ccncc2)Oc2ncc(C#CC3CC3)cc2C1=O
→ -9&-1&-8, -2.9&2.8&0.6, 2, 3&-5&-5, 10&5, 0&0, -4&12&-3, 0&-7&-6
CCOc1ccc(S(=O)(=O)Nc2cc(C)ccn2)c2ccccc12
→ -6, x, 237*, -1, x, 26, -2, 2
